# PGK inhibitor – blocks T. brucei phosphoglycerate kinase. hit rate 0.043% among 380,000. Potency, µM (highest dose often 57.5 µM), for inactives: top-dose activity change, negative = inhibition, most hits filed as inhibitors. PGK/GAPDH coupled, Kinase-Glo luminescence, 60 min. P07378. AID 602233; note: potency is the fitted concentration of half-maximal effect; % is set by controls: 0 for no effect and ±100 for the full control effect; nearly all actives have a fitted effect of over 60% in size
#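 Luminescent ATP detection (Kinase-Glo Plus) follows a 60-minute room-temperature incubation, with wells lacking PGK as controls. Buffer: 100 mM TEA (pH 7.6), 5 mM MgCl2, 0.01% Tween-20. Coupling enzyme GAPDH (100 nM final) supplies unstable 1,3-BPG in-well.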
# BAZ2B block – blocks human BAZ2B | hit rate 4.4% among 360,000 | AlphaScreen BAZ2B-H3K14Ac peptide displacement | Q9UIF8 | AID 504333 | Potency, µM (titrated, usually from 114 µM), inactives show at the top dose activity change, negative = inhibition, hits mostly inhibitors; note: potency is the fitted concentration of half-maximal effect; % is set by controls: 0 for no effect and ±100 for the full control effect; nearly all actives have a fitted effect of over 60% in size
#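 AlphaScreen luminescence quantifies BAZ2B engagement of H3K14Ac peptide; the protein and biotinylated peptide are both at 50 nM final, buffer PBS pH 7.4 with 0.01% Tween-20, all steps at room temperature.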
# JMJD2A Tudor – blocks the human JMJD2A Tudor domain; hit rate 4.4% among 390,000; Potency, µM (top dose mostly 114 µM), for inactives: top-dose activity change, negative = inhibition, actives largely listed as inhibitors; AlphaScreen JMJD2A-Tudor / H3K4me3 peptide binding; note: potency is the fitted concentration of half-maximal effect; % is set by controls: 0 for no effect and ±100 for the full control effect; nearly all actives have a fitted effect of over 50% in size
# ERG Ets-DNA blk – ERG Ets/DNA interaction inhibition | P11308 | fluorescence polarization, His-ERG Ets domain / labelled DNA | Potency, µM (top dose mostly 76.9 µM), for the others: at the top dose FP activity, negative = inhibition, usual class: inhibitors | hit rate 0.028% among 370,000; active = well fitted inhibition curve with a large enough effect in the polarisation, with a control signal flat; inconclusive = small, poorly fitted or top-dose-only effect, or effect the other way, or a change in a side signal; inactive = no such curve, though single readings can be large or run the other way; the % refers to the polarisation;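 note: polarization taken with two DNA probes labelled with fluorescein and Texas red; potency is the fitted concentration of half-maximal effect; % of control where 0% means no effect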
#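 His-tagged ERG Ets domain (1 uM in the protein solution; 300mM KCl, 50mM Tris-HCl, 1mM EDTA, 1mM DTT, pH 7.5) received compound, then a probe mix of 5 nM fluorescein-DNA and 100nM Texas-615-DNA. Fluorescence polarization was read for both dyes.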
# GLS inh – inhibitors of human glutaminase (GLS). AID 624170. hit rate 0.21% among 410,000. GLS enzymatic activity, qHTS titration. O94925. Potency, µM (series often up to 45.5 µM), without a hit: top-dose activity change, negative = inhibition, hits mostly inhibitors; note: potency is the fitted concentration of half-maximal effect; % is set by controls: 0 for no effect and ±100 for the full control effect
# Target sequence (O94925 whole entry, looked up): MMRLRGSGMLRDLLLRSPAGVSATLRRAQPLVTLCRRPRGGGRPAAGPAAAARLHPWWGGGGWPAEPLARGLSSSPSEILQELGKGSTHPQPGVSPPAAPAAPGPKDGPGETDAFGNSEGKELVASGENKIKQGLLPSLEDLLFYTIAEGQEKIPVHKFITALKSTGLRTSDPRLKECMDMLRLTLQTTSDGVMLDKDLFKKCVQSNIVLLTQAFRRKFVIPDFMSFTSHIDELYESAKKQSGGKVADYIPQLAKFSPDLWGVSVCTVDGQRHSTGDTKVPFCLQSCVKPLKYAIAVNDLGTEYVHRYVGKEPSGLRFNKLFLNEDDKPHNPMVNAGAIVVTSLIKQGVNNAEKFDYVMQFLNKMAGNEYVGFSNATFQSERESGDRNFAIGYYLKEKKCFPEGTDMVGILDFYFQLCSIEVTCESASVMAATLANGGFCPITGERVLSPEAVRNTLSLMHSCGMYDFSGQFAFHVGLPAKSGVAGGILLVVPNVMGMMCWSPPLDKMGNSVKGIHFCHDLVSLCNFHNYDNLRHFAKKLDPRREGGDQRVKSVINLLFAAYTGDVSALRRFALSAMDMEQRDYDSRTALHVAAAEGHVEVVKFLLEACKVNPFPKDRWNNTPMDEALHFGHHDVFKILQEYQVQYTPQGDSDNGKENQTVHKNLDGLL
#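 Enzyme dispensed in phosphate buffer (45 mM, pH 8.2, 0.02% Tween-20), compounds pinned in, then 1 mM L-glutamine solution and the glutamate oxidase–HRP–Amplex Red mix added; fluorescence read immediately and again after 30 min at room temperature.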
# PI4K2A inh – blocks human PI4K2A kinase activity; Q9BTU6; purified PI4K2A, ADP-Glo luminescence, 1 h; hits give low values; activity change, negative = inhibition, % at 76.9 µM; hit rate 0.13% among 420,000; in the data active = activity change below about -50%; inconclusive = mostly about -30% to -49%;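 note: -100% = wells without enzyme as full effect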
#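 ADP-Glo luminescence measured ADP generated by PI4K2A enzyme (4 ug/mL before mixing) with 1.2 mM PI substrate (pre-mix) and 300 microM ATP (pre-mix). Tris pH7.5 buffer with MgCl2, Triton X-100; 1 h reaction at ambient temperature.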
# G9a inh – blocks human histone lysine methyltransferase G9a. AID 504332. G9a H3K9 monomethylation, AlphaScreen, 2 h. Q96KQ7. hit rate 8.8% among 350,000. Potency, µM (titrated, usually from 102 µM), inactives show at the highest dose activity, negative = inhibition, usual class: inhibitors; note: potency is the fitted concentration of half-maximal effect; % is set by controls: 0 for no effect and ±100 for the full control effect; nearly all actives have a fitted effect of over 75% in size
#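 Using a bead-based AlphaScreen, monomethylated H3K9 product from 2 h room-temperature reactions (G9a 20 nM, peptide 500 nM, SAM 20 uM) was detected with 0.5 ug/mL rabbit anti-H3K9me1 antibody.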
# Pin1 inh – human Pin1 inhibition. AID 504891. hit rate 0.009% among 390,000. Potency, µM (series often up to 115 µM), inactives show at the highest dose activity, negative = inhibition, usual class: inhibitors. Pin1 FP peptide displacement, HiFluor488, 10 min. Q13526; active = well fitted inhibition curve with a large enough effect in the polarisation, with a control signal flat, not every such curve was filed as active; inconclusive = small, poorly fitted or top-dose-only effect, or effect the other way, or a change in a side signal; inactive = no such curve, though single readings can be large or run the other way; the % refers to the polarisation; note: potency is the fitted concentration of half-maximal effect; % is set by controls: 0 for no effect and ±100 for the full control effect
# Target sequence (Q13526 whole entry, looked up): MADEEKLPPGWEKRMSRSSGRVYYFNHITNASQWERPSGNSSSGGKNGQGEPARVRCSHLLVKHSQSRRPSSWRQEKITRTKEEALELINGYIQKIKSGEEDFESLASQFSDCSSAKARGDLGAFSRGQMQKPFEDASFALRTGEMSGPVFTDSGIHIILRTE
# HP1b chromo inh – blocks HP1-beta chromodomain binding to methylated histone tails. hit rate 0.56% among 390,000. AlphaScreen HP1-beta / biotin-H3K9me3 peptide binding. P83916. Potency, µM (titrated, usually from 114 µM), without a hit: at the highest dose activity change, negative = inhibition, usual class: inhibitors; note: potency is the fitted concentration of half-maximal effect; nearly all actives have a fitted effect of over 70% in size; inactives centre near 23
# Target sequence (P83916 whole entry, looked up): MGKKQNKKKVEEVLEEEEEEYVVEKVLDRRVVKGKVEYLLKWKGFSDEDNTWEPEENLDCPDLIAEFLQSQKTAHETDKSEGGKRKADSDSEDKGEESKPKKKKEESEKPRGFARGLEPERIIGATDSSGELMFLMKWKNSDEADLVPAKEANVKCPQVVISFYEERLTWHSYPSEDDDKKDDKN
#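 AlphaScreen: HP1-beta (50 nM) preformed 30 min with biotin-H3(1-18)K9me3 peptide (50 nM) in PBS pH 7.4, 0.01% Tween-20. Compound added for 30 min at RT, then streptavidin donor/nickel chelate acceptor beads (10 ug/mL) for 30 min.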
# Numbers without * were called inactive; i = inactive; ? = inconclusive; / = not tested or not shown; & = joins results of further samples; [ ] = another dose, or the depositor's remark. Unless noted, calls come from the whole dose curve; as a rule, active = well fitted curve in the direction sought with a large enough effect; inconclusive = small, poorly fitted or top-dose-only effect, or another doubt; inactive = no such curve, though single readings can be large; an effect the other way counts as inactive or inconclusive.
# Sample of the layout (2 entries):
compound	PGK inhibitor	BAZ2B block	JMJD2A Tudor	ERG Ets-DNA blk	GLS inh	PI4K2A inh	G9a inh	Pin1 inh	HP1b chromo inh
Cc1ccc(/C=C2\S/C(=N/S(=O)(=O)c3cccs3)NC2=O)cc1	?	-26%	-13%	-5%	?	2	-8%[59 µM]	?	7%
COc1ccc(Cn2c(SCC(=O)Nc3ccc(OC)cc3)nc3ccccc32)cc1	i	-21%	-12%	-3%	7%	-4	8%[59 µM]	2%	39%[activator]

# The listing, repeating the preview:
compound	PGK inhibitor	BAZ2B block	JMJD2A Tudor	ERG Ets-DNA blk	GLS inh	PI4K2A inh	G9a inh	Pin1 inh	HP1b chromo inh
Cc1ccc(/C=C2\S/C(=N/S(=O)(=O)c3cccs3)NC2=O)cc1	?	-26%	-13%	-5%	?	2	-8%[59 µM]	?	7%
COc1ccc(Cn2c(SCC(=O)Nc3ccc(OC)cc3)nc3ccccc32)cc1	i	-21%	-12%	-3%	7%	-4	8%[59 µM]	2%	39%[activator]
CNc1nnc(-c2ccc(C)cc2)c2ccccc12	8%	-16%	-1%	2%	11%	-5	-7%	4%	34%
CC1(C)CC(=O)C(CS(=O)(=O)c2ccccc2)=C(Cl)C1	-5%	-7%	7%	-4%	-6%	4	?	0%	57%[activator]
COC(=O)c1ccc(SCC(=O)NC2CCCC2)c([N+](=O)[O-])c1	6%	-4%	-3%	-1%	74%[activator]	0	0%[59 µM]	-3%	18%
O=C(Nc1nc(-c2cccs2)cs1)c1ccc(S(=O)(=O)N2CCCCC2)cc1	-5%	-5%	-17%	-6%	-8%	1	?	21%	26%
CCCN(CCC)C1=CC(=[N+]2CCCC2)CC(C)(C)C1	-2%	-13%	?	-5%	4%	-1	1.8µM*	-3%	-14%
NC1=C(c2ccc([N+](=O)[O-])cc2)C(=O)CO1	3%	6%	4%	-1%	21%	6	-9%[59 µM]	5%	33%
CCN(C(=O)CSc1nnc(-c2cc3occc3n2C)n1-c1ccccc1C)c1ccccc1	0%	4%	-6%	5%	-9%	4	-17%[59 µM]	-8%	37%
CC(C)Oc1ccc(C(=O)NC(Cc2c[nH]c3ccccc23)C(=O)NN)cc1 (stereo unspecified)	4%	-17%	-26%	-2%	3%	-1	/	-1%	38%[activator]
COC(=O)c1c(NC(=O)/C=C/C(=O)O)sc(C)c1-c1ccc(C)cc1	i	-25%	-22%	2%	15%	-3	?	-2%	11%
COC(=O)c1ccc(-c2ccc(/C=N/N3C(=O)C4C5C=CC(CC5)C4C3=O)o2)cc1 (stereo unspecified)	3%	-28%	-4%	0%	2%	2	/	6%	5%
Cc1ccc(NC(=O)c2c(C)nc3sc(C(=O)Nc4ccc(F)cc4)c(N)c3c2-c2ccccc2Cl)c(C)c1	-7%	13%	8%	4%	7%	1	8%[59 µM]	?	46%[activator]
O=C(/C=C/c1ccc(F)cc1)NC(Cc1c[nH]c2ccccc12)C(=O)O (stereo unspecified)	i	-2%	14%	2%	-1%	1	-43%	-2%	44%[activator]
CCn1c(=O)c2sccc2n2c(CCCC(=O)N3CCN(c4ccccn4)CC3)nnc12	5%	16%	-7%	4%	3%	6	46%[0.0925 µM]	4%	24%
CC1CCN(S(=O)(=O)c2ccc3nc(N4CCN(c5ccccc5)CC4)ccc3c2)CC1	?	0%&1%	0%&3%	-5%&0%	0%&8%	1&-2	21%	0%&1%	39%&25%[activator]
CCN(CC)S(=O)(=O)c1ccc(Cl)c(NC(=O)COc2ccccc2[N+](=O)[O-])c1	0%	1%	-1%	10%	5%	-1	7%[59 µM]	12%	24%
COc1ccccc1N(CC(=O)N/N=C/c1ccc(OCC(=O)NCc2ccco2)cc1)S(=O)(=O)c1ccc(C)cc1	i	-17%	-25%	6%	0%	2	1%	7%	16%
Cc1cc(C)n2nc(C(=O)OCC(=O)Nc3ccc4c(c3)OCO4)nc2n1	-6%	34%	7%	9%	16%	-19	8%[59 µM]	1%	0%
S=C(c1c[nH]c2ccc(Br)cc12)N1CCOCC1	-5%	-2%	-31%	-6%	11%	-1	?	-8%	5%
COc1ccc(Nc2cc(C)nc3c(C)c(C)ccc23)cc1	-8%	-3%	-7%	5%	4%	-2	-21%[59 µM]	1%	32%
COc1cccc(Cn2c(-c3cccs3)noc2=O)c1	-8%	1%	4%	-4%	-1%	-8	2%[12.7 µM]	3%	19%
COc1ccccc1-c1ccc(/C=C2/C=C(C)OC2=O)o1	-10%	?	?	5%	3%	-11	16µM*	?	-13%
Cc1cccc(N/C(N)=N/c2nc3c(c(=O)[nH]2)CCCC3)c1	-9%	10%	-17%	6%	-6%	-2	-3%[59 µM]	-7%	30%
COc1ccccc1NC(=O)N(c1c(N)n(Cc2ccccc2)c(=O)[nH]c1=O)C1CCCC1	-7%	-5%	-11%	-1%	-4%	-6	6%	3%	20%
O=C(COC(=O)c1cccc(F)c1)NCCC1=CCCCC1	i	/	0%	12%	-17%	3	/	-6%	23%
O=C(c1ccc(=O)oc1)N1CCC(C(O)(c2ccccc2)c2ccccc2)CC1	i	-8%	-18%	1%	1%	4	?	-8%	0%
Cn1c(/N=C/c2c[nH]c3ccccc23)nc2ccccc21	-9%	3%	-2%[11.4 µM]	-2%	-14%	-11	26%	-3%	38%
Cn1c(N)c(C(=O)COC(=O)Cc2cccs2)c(=O)n(C)c1=O	-13%	/	-10%	-9%	2%	-5	/	0%	16%
Cc1onc(-c2ccccc2)c1C(=O)Nc1sc2c(c1C#N)CCC2	-27%	?	50µM*	9%	23%	-19	?	?	?
Cc1ccc(C)c(-n2nnnc2SCC(=O)Nc2cccc(-c3nnc4n3CCCCC4)c2)c1	-15%	0%	-20%	-4%	/	-10	-17%[59 µM]	-2%	5%
Nc1c(S(=O)(=O)c2cccs2)c2nc3ccccc3nc2n1CC1CCCO1 (stereo unspecified)	-1%	11%	-4%	-4%	8%	5	23%[12.7 µM]	3%	30%[activator]
Cc1ccc(-n2cc(-c3ccccc3)[nH]c2=O)cc1F	-11%	2%	-27%	-3%	0%	3	?	8%	34%
O=C(CSc1nnc(NC(=O)Cc2ccccc2)s1)NCc1ccco1	-9%	?	-25%	5%	0%	0	-29%	0%	28%
Cc1ccccc1NC(=O)c1ccc(F)c(S(=O)(=O)NC2CCCC2)c1	i	-2%	-24%	0%	5%	2	11%[59 µM]	1%	32%
CCCCn1c(=O)c2ccccc2c2ccccc2c1=O	-2%	91%[activator]	-9%[11.4 µM]	0%	-14%	-11	74%[activator][59 µM]	4%	124%[activator]
COc1ccc(NC(=O)/C=N/O)cc1	-5%	-12%	-7%	-1%	0%	-1	-9%	-3%	-11%
CCC(=O)Nc1cccc(C2=NOC3(C2)C[C@@H](C(N)=O)N(C(=O)C(c2ccccc2)c2ccccc2)C3)c1 (stereo partly specified)	-4%	-18%	-20%	-5%	-3%	3	-7%[59 µM]	-3%	18%
Cc1ccc(NC(=O)CCn2c(=O)[nH]c3ccsc3c2=O)cc1C	-1%	0%	-14%	-4%	-1%	5	17%	4%	-20%
N#Cc1ccccc1OCC(=O)NC(=O)NC1CCS(=O)(=O)C1 (stereo unspecified)	-6%	-1%	-1%	8%	-5%	-6	14%[12.7 µM]	-4%	17%
O=C(/C=C/c1cccnc1)c1ccc(O)cc1	-3%	-13%	-17%	-2%	-4%	-8	-2%	-2%	8%
COC(=O)c1ccc(C(=O)OC)c(NS(C)(=O)=O)c1	-4%	7%	-6%	-7%	-8%	0	8%[59 µM]	-11%	16%
COc1ccc(OC)c(-n2c(Cn3c(-c4ccccn4)nc4ccccc43)n[nH]c2=S)c1	-1%	?	7.9µM*	-1%	3%	2	2.5µM*	-6%	?
CCCN(c1ccccc1F)S(=O)(=O)c1cc(-c2cc(C)no2)ccc1C	-8%	13%	25%	8%	7%	-1	18%[59 µM]	-9%	62%[activator]
CC(=O)Nc1ccccc1OCC(=O)NC1CCCCC1C (stereo unspecified)	i	5%	-5%	-5%	-3%	-3	-5%[2.33 µM]	-5%	17%
Cc1[nH]c2ccccc2c1CC(=O)O	-2%	-32%	-16%	0%	5%	-1	?	5%	18%
CC(C)(C)S(=O)(=O)c1cnc(-c2ccc(Cl)cc2)nc1N	8%	3%	-3%	4%	-4%	2	11%	6%	51%[activator]
COCCn1c(=O)[nH]c2cc(C(=O)NC(C)C)ccc2c1=O	-7%	3%	-4%	-4%	-13%	7	14%[2.33 µM]	2%	43%[activator]
Nc1cccc(C(=O)Nc2ccc3nc(-c4cccnc4)[nH]c3c2)c1	i	-2%	-10%	1%	0%	-2	-8%	1%	8%
CCS(=O)(=O)N1CCN(Cc2ccc([N+](=O)[O-])cc2)CC1	-4%	50µM*	5.6µM*	-4%	2%	-3	?	-6%	?
CCOC(=O)c1c(C)[nH]c(/C(C)=N/O)c1C	i	?	-16%	12%	18%	-2	13%[12.7 µM]	6%	-10%
